IMPase Li cell: qHTS Assay for Identifying the Cell-Membrane Permeable IMPase Inhibitors: Potentiation with Lithium; AID 1457, 2008; 0.35% of 210,000 active; CHO-M1 cells, IP1 TR-FRET (IP-One), carbachol + lithium; Potency, µM (highest dose often 59.4 µM), inactives show at the top dose activity, negative = IMPase inhibition, usual class: inhibitors;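 further: IP1 builds up when IMPase is blocked and the TR-FRET signal falls; plate controls were basal vehicle for no effect and high inhibitor control for full effect; nearly all actives have a fitted effect of over 50% in size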
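CHO cells stably expressing M1 receptor (2000/well) were cultured 16–30 h, then exposed to compounds with a small lithium addition for 30 min at 37C. IP1 was measured by TR-FRET competition; AC50 from Hill fits.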
HTT aggregate: qHTS Multiplex Assay to Identify Dual Action Probes in a Cell Model of Huntington: Aggregate Formation (GFP). 1.1% of 220,000 active. Potency, µM (series often up to 46.1 µM), for inactives: at the highest dose activity change, negative = inhibition, usual class: inhibitors. PC12 HttQ103-GFP aggregates, Acumen cytometry, 40 h; further: on the % scale 0 is the no-effect control and ±100 the full control effect; nearly all actives have a fitted effect of over 60% in size
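Quantitative HTS on tebufenozide-induced (100 nM) PC12 cells stably expressing polyQ103 Huntingtin exon 1–GFP. Reduction of bright GFP aggregates, detected by laser scanning cytometry after lysis, identified actives across the titration.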
GAA inh: qHTS Assay for Inhibitors of Human alpha-Glucosidase as a Potential Chaperone Treatment of Pompe Disease | AID 1466, 2008 | 0.005% of 200,000 active | purified human GAA, 4-MU-alpha-glucoside fluorescence | Lysosomal alpha-glucosidase (Homo sapiens), P10253 | Potency, µM (series often up to 76.9 µM), inactives show at the top dose activity change, negative = inhibition, most hits filed as inhibitors;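 further: plate controls were uninhibited enzyme wells for no effect and no-enzyme background for full effect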
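Human enzyme at 4 nM with 400 uM 4-methylumbelliferyl-alpha-D-pyranoside, citrate/phosphate buffer pH 5.0, 0.005% Tween-20, 20 min at room temperature. Compounds up to 77 uM. 4-MU fluorescence (Ex 365/Em 440) read after NaOH/glycine stop; AC50 from Hill fit.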
HTT ATP protect: qHTS Multiplex Assay to Identify Dual Action Probes in a Cell Model of Huntington: Cytoprotection (ATP); PC12 HTT-Q103 induced, cytoprotection, ATP luminescence, 40 h; Potency, µM (top dose mostly 56.4 µM), for inactives: cytoprotection (ATP increase), actives largely listed as activators; 0.14% of 230,000 active; AID 1471, 2008;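 further: % of control where 0% means no effect; nearly all actives have a fitted effect of over 45% in size; toxic huntingtin expression switched on by the ecdysone agonist tebufenozide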
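Compounds were screened for protection of PC12 cells against cell death after tebufenozide induction (100 nM final) of mutant Huntingtin exon 1 (Q103) fused to GFP.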
RGS12 GoLoco inh: qHTS Assay for Inhibitors of RGS12 GoLoco Motif Activity (Red Fluorophore) | Guanine nucleotide-binding protein G(i) subunit alpha-1 (Homo sapiens), P63096 | Gai1:RGS12 GoLoco peptide FP, rhodamine, 10 min | Potency, µM (titrated, usually from 61.6 µM), for the others: top-dose activity, negative = inhibition, hits mostly inhibitors | 0.44% of 230,000 active | AID 880, 2007; active means well fitted inhibition curve with a large enough effect, not every such curve was filed as active; inactive means no such curve, though single readings can be large or run the other way; further: on the % scale 0 is the no-effect control and ±100 the full control effect; nearly all actives have a fitted effect of over 30% in size; many of its hits are not listed in these tables
Target sequence (P63096 whole entry, looked up): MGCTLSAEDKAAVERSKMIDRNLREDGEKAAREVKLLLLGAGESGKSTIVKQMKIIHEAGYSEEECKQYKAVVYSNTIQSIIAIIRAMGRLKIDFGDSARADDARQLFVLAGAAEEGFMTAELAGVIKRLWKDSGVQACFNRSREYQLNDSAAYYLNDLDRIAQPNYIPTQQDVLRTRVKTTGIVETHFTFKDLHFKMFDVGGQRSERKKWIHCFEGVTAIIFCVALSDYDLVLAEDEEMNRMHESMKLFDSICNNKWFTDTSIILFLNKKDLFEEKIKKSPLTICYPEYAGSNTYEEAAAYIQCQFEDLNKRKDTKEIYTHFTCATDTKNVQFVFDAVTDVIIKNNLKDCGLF
GAA glycogen mod: qHTS Assay for Inhibitors and Activators of Human alpha-Glucosidase Cleavage of Glycogen; recombinant GAA, glycogen substrate, Amplex Red glucose oxidase fluorescence; Potency, µM (titrated, usually from 76.4 µM), for the others: at the top dose activity change, negative = inhibition, usual class: inhibitors; 0.38% of 300,000 active; AID 2100, 2009;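 further: 0% = full enzyme reaction and -100% = no-enzyme basal signal; the screen sought inhibitors and activators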
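Recombinant enzyme (4 nM final) with compounds titrated up to 77 uM and bovine liver glycogen (30 ug) in citrate pH 5.0, 0.01% Tween-20, 37 C 40 min. Released glucose detected by Amplex Red/glucose oxidase (Ex 573/Em 610); AC50 from Hill fits.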
aGlu spleen mod: qHTS Assay for Inhibitors and Activators of Human alpha-Glucosidase From Spleen Homogenate. Lysosomal alpha-glucosidase (Homo sapiens), P10253. human spleen homogenate, 4-MU-alpha-glucoside fluorescence. Potency, µM (titrated, usually from 79.9 µM), without a hit: top-dose activity change, negative = inhibition, usual class: inhibitors. 0.006% of 240,000 active;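 further: 0% = enzyme with vehicle and -100% = no enzyme basal signal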
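Human spleen homogenate (1 ug) incubated with compounds and 1 mM 4-methylumbelliferyl-alpha-D-glucopyranoside in pH 5.0 citrate/phosphate buffer, 37 C, 40 min. Stopped at pH 10; 4-MU fluorescence (Ex 365/Em 440 nm); AC50 by Hill fit.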
* hit, by the source's call; [ ] = another dose, or the depositor's remark. Unless noted, the call rests on the fitted dose curve; in most records, active means well fitted curve in the direction sought with a large enough effect; inconclusive means small, poorly fitted or top-dose-only effect, or another doubt; inactive means no such curve, though single readings can be large; an effect the other way counts as inactive or inconclusive. Potency means the concentration at half of the fitted maximal effect. These rows are one share of the data, so the mix of outcomes need not match the whole.

Start of the listing, in advance, two compounds:
`Cn1c(CC(=O)Nc2ccccc2)c(Sc2ccccc2)c2ccccc21` gave IMPase Li cell 8%, HTT aggregate -2%, GAA inh 1%, HTT ATP protect 0%[10 µM], RGS12 GoLoco inh -1%, GAA glycogen mod 4% and aGlu spleen mod -13%.
For Cc1ccc(NC(=O)C(=Cc2ccc(C(=O)O)cc2)C(=O)Nc2ccc(C)cc2C)c(C)c1 the results were HTT aggregate inconclusive, HTT ATP protect inconclusive, RGS12 GoLoco inh -2%, GAA glycogen mod 3% and aGlu spleen mod -1%.

This part in full, previewed entries included:
`Cn1c(CC(=O)Nc2ccccc2)c(Sc2ccccc2)c2ccccc21` gave IMPase Li cell 8%, HTT aggregate -2%, GAA inh 1%, HTT ATP protect 0%[10 µM], RGS12 GoLoco inh -1%, GAA glycogen mod 4% and aGlu spleen mod -13%.
For Cc1ccc(NC(=O)C(=Cc2ccc(C(=O)O)cc2)C(=O)Nc2ccc(C)cc2C)c(C)c1 the results were HTT aggregate inconclusive, HTT ATP protect inconclusive, RGS12 GoLoco inh -2%, GAA glycogen mod 3% and aGlu spleen mod -1%.
`NCCCCCCN` gave IMPase Li cell -14%, HTT ATP protect -1%, RGS12 GoLoco inh -2% and aGlu spleen mod 5%.
Cc1cc([N+](=O)[O-])nn1CC(=O)Nc1cnc2ccccc2c1 was read as IMPase Li cell -2%, HTT aggregate -17%, GAA inh -11%, HTT ATP protect -31%[inhibitor], RGS12 GoLoco inh -1%, GAA glycogen mod 1% and aGlu spleen mod 2%.
`O=C(NC1CCS(=O)(=O)C1)c1sc2ccccc2c1Cl` (centres undefined) gave IMPase Li cell -3%, HTT aggregate 1%, GAA inh -5%, HTT ATP protect -60%[inhibitor], RGS12 GoLoco inh 1%, GAA glycogen mod 2% and aGlu spleen mod 3%.
O=C(O)CSCNC(=O)C12CC3CC(CC(C3)C1)C2 was read as IMPase Li cell 2%[38.3 µM], HTT aggregate 10%, GAA inh 0%, HTT ATP protect -5%, RGS12 GoLoco inh -8%, GAA glycogen mod -4% and aGlu spleen mod -3%.
Screening CCc1cc2c(=O)[nH]c(N3CCOCC3)nc2s1 returned IMPase Li cell 0%, HTT aggregate -1%, GAA inh -3%, HTT ATP protect -1%[1.9 µM], RGS12 GoLoco inh 1%, GAA glycogen mod 5% and aGlu spleen mod 1%.
`COC(=O)C(C)Nc1cccc(Br)c1` (centres undefined) gave HTT aggregate 9%[9.22 µM], HTT ATP protect -14%[10 µM], RGS12 GoLoco inh 3%, GAA glycogen mod 7% and aGlu spleen mod 2%.
Screening O=C(CN1CCN(S(=O)(=O)c2ccc(Br)cc2)CC1)N/N=C/c1ccncc1 returned HTT aggregate 10%[9.22 µM], HTT ATP protect -2%[10 µM], RGS12 GoLoco inh -13%, GAA glycogen mod -2% and aGlu spleen mod -26%.
COc1ccccc1NC(=O)Cn1cc(C(=O)c2ccco2)c2ccccc21 was read as IMPase Li cell 2%, HTT aggregate 13%[9.22 µM], GAA inh 2%, HTT ATP protect -26%[1.9 µM], RGS12 GoLoco inh -7%, GAA glycogen mod 12% and aGlu spleen mod -16%.
Screening O=c1[nH]c2cc3c(cc2cc1C(c1nnnn1CC1CCCO1)N1CCCCCC1)OCO3 (centres undefined) returned IMPase Li cell -9%, HTT aggregate 9%, GAA inh 5%, HTT ATP protect 2%[10 µM], RGS12 GoLoco inh -11%, GAA glycogen mod 3% and aGlu spleen mod -5%.
Screening COc1ccc(OC)c(NC(=O)c2ccccc2N(Cc2ccccc2)S(C)(=O)=O)c1 returned IMPase Li cell 10%, HTT aggregate 20%[9.22 µM], GAA inh -15%, HTT ATP protect 24%[10 µM], RGS12 GoLoco inh 4%, GAA glycogen mod 3% and aGlu spleen mod -1%.
CCS(=O)(=O)C(C)(CCl)C(=O)Nc1ccc(C(=O)OC)cc1 (centres undefined) was read as HTT aggregate -10%[9.22 µM], HTT ATP protect -28%[10 µM], RGS12 GoLoco inh 6%, GAA glycogen mod 7% and aGlu spleen mod -1%.
`COc1cc(N2C(=O)c3ccccc3C2=O)c(Cl)cc1C(=O)OCC(=O)NCc1ccco1` gave IMPase Li cell 8%[38.3 µM], HTT aggregate 3%, GAA inh 0%, HTT ATP protect 4%, RGS12 GoLoco inh -5%, GAA glycogen mod -6% and aGlu spleen mod -21%.
Screening Cc1cccc(OC(=O)c2sc3ncn(C)c(=O)c3c2C)c1 returned IMPase Li cell -2%, HTT aggregate 4%, GAA inh -7%, HTT ATP protect 5%, RGS12 GoLoco inh -6%, GAA glycogen mod 6% and aGlu spleen mod 2%.
COc1ccc(CN(C(=O)/C=C/c2ccco2)C2CCS(=O)(=O)C2)cc1 (centres undefined) was read as HTT aggregate 7%[9.22 µM], GAA inh inconclusive, HTT ATP protect 8%[10 µM], RGS12 GoLoco inh 5%, GAA glycogen mod 4% and aGlu spleen mod -4%.
`CSc1ccc(C(=O)C2CCCN(S(=O)(=O)c3c(C)noc3C)C2)cc1` (centres undefined) gave IMPase Li cell 24%, HTT aggregate 10%[9.22 µM], GAA inh 4%, HTT ATP protect 4%[10 µM], RGS12 GoLoco inh -1%, GAA glycogen mod -10% and aGlu spleen mod -4%.
COc1ccc(-c2[nH]ncc2CN(C)CCN2CCOCC2)cc1F was read as IMPase Li cell 2%, HTT aggregate -6%, GAA inh 2%, HTT ATP protect 7%, RGS12 GoLoco inh 7%, GAA glycogen mod -5% and aGlu spleen mod -5%.
Screening Cc1cc(N2C(=O)c3ccccc3C2=O)n(C)n1 returned HTT aggregate -1%[9.22 µM], GAA inh -3%, HTT ATP protect -13%[10 µM], RGS12 GoLoco inh -2%, GAA glycogen mod -3% and aGlu spleen mod 4%.
For C/C(=N\NC(=O)c1cc2ccccc2cc1O)c1cc2ccccc2o1 the results were HTT aggregate -19%[9.22 µM], HTT ATP protect -3%[10 µM], RGS12 GoLoco inh 25µM*, GAA glycogen mod -29% and aGlu spleen mod -1%.
`CCCC(=O)n1nc(-c2ccco2)nc1N` gave IMPase Li cell -4%[38.3 µM], HTT aggregate -2%, GAA inh -14%, HTT ATP protect 0%, RGS12 GoLoco inh -1%, GAA glycogen mod 4% and aGlu spleen mod -1%.
`Cc1onc(-c2c(F)cccc2Cl)c1C(=O)N=C(N)N1CCCC1` gave HTT aggregate 32%[9.22 µM], HTT ATP protect 17%[10 µM], RGS12 GoLoco inh -11%, GAA glycogen mod 11% and aGlu spleen mod 2%.
For CCOCC(=O)Nc1nnc(COc2ccc(Cl)cc2)s1 the results were IMPase Li cell 5%[38.3 µM], HTT aggregate 10%, GAA inh -14%, HTT ATP protect -35%, RGS12 GoLoco inh -2%, GAA glycogen mod 1% and aGlu spleen mod -1%.
For CN1CCC(N(C)C(=O)c2cc(=O)c3ccccc3o2)CC1 the results were IMPase Li cell 10%, HTT aggregate 0%, GAA inh 1%, HTT ATP protect -16%, RGS12 GoLoco inh 10%, GAA glycogen mod 0% and aGlu spleen mod -5%.
Screening COc1ccc(/C=C/C(=O)NC(=S)NNC(=O)c2cnccn2)cc1 returned HTT aggregate -32%[9.22 µM], HTT ATP protect -40%[10 µM], RGS12 GoLoco inh 0%, GAA glycogen mod 3% and aGlu spleen mod -6%.
`CCN(c1ccc2c(c1)OCO2)S(=O)(=O)c1cc(Br)cc2c1N(C(C)=O)CC2` gave IMPase Li cell 6%[38.3 µM], HTT aggregate 10%, GAA inh -1%, HTT ATP protect inconclusive, RGS12 GoLoco inh 4%, GAA glycogen mod -2% and aGlu spleen mod -24%.
CC(C)CNC(=O)C1CCCN(C(=O)NCc2ccccc2)C1 (centres undefined) was read as IMPase Li cell -1%, HTT aggregate 14%[9.22 µM], GAA inh 5%, HTT ATP protect 13%[10 µM], RGS12 GoLoco inh 7%, GAA glycogen mod 4% and aGlu spleen mod 0%.
`CCN1C(=O)N[C@@H](c2ccccc2)[C@@H](C(=O)OC)[C@H]1C` gave IMPase Li cell 2%, HTT ATP protect 5%[10 µM], RGS12 GoLoco inh 2%[14.2 µM] and aGlu spleen mod -13%[17.4 µM].
COc1ccccc1-n1c(C)nc2cc(C(=O)O)ccc21 was read as IMPase Li cell 11%[38.3 µM], HTT aggregate -1%, GAA inh -5%, HTT ATP protect 11%, RGS12 GoLoco inh 10%, GAA glycogen mod 3% and aGlu spleen mod -6%.
Screening O=C(Nc1c(Cl)cc(Cl)cc1-c1nc2ccccc2s1)c1ccc(Br)o1 returned IMPase Li cell -14%[38.3 µM], HTT aggregate -6%, GAA inh -1%, HTT ATP protect 11%, RGS12 GoLoco inh -4%, GAA glycogen mod -5% and aGlu spleen mod 6%.
For COc1ccccc1NC(=S)NN1CCN(C)CC1 the results were IMPase Li cell -10%, HTT aggregate -14%, GAA inh 6%, RGS12 GoLoco inh 6%, GAA glycogen mod -2% and aGlu spleen mod -7%.
Cc1[nH]n(-c2ccccc2)c(=O)c1C(c1cccc([N+](=O)[O-])c1)c1c(C)[nH]n(-c2ccccc2)c1=O was read as IMPase Li cell 4%, HTT aggregate -5%, GAA inh -6%, HTT ATP protect 7%[10 µM], RGS12 GoLoco inh -2%, GAA glycogen mod inconclusive and aGlu spleen mod -20%.
Screening O=C(CSc1nc2ccccc2c(=O)n1-c1ccc(F)cc1)Nc1ccc(Cl)c(S(=O)(=O)N2CCOCC2)c1 returned IMPase Li cell 7%, HTT aggregate -4%, GAA inh -13%, RGS12 GoLoco inh 7%, GAA glycogen mod -6% and aGlu spleen mod 4%.
For O=C(NCC1CCN(S(=O)(=O)c2ccccc2)CC1)Nc1ccc(F)cc1 the results were HTT aggregate 23%[9.22 µM], GAA inh -10%, HTT ATP protect 9%[10 µM], RGS12 GoLoco inh 14%, GAA glycogen mod 3% and aGlu spleen mod 9%.
Screening CC(/C=C/c1ccccc1)=N\NC(=O)CNC(=O)c1ccccc1Cl returned IMPase Li cell 4%, HTT aggregate 24%, GAA inh -9%, HTT ATP protect -26%[10 µM], RGS12 GoLoco inh 9%, GAA glycogen mod 5% and aGlu spleen mod 4%.
Screening COc1ccccc1OCCCCN1CCN(c2ccccc2OC)CC1 returned IMPase Li cell 39%[activator][38.3 µM], HTT aggregate -2%, GAA inh 5%, HTT ATP protect -30%, RGS12 GoLoco inh -1%, GAA glycogen mod 5% and aGlu spleen mod -9%.

Compound activity as filed in PubChem BioAssay.
